IL2 activator: activates IL-2 in a cell-based reporter assay; 360,000 compounds, 0.065% hits; IL-2 activation reporter assay, cell-based qHTS; stimulated with anti-CD3/CD4/CD28 beads; in transgenic mouse T cells; AID 652025; activation, % (series mostly up to about 46 µM); in the data active = activation above about 50%; inconclusive = mostly about 30% to 49%; also: 0% is about no effect
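Unstimulated transgenic mouse T cells preincubated 60 min with compound, then stimulated with anti-CD3/anti-CD4-coated beads plus anti-CD28 for 18 h at 37 degrees C. IL-2 response read as EGFP and DsRed fluorescence by plate cytometry.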
CCT chaperon mod: cytosolic chaperonin activity modulation; purified chaperonin ATPase assay, HTRF ADP detection, 30 min; activity change, % (no concentration beside the values), hits read low; 360,000 compounds, 0.3% hits; AID 651819; in the data active = activity change below about -30%; also: % is scaled to controls: 0 for no effect and ±100 for the full control effect
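First, chaperonin was dispensed at 40 nM or 20 nM final depending on batch activity. Next, compounds were pinned at 76 uM and ATP added at 10 uM. After 30 min at 37 °C, ADP detection reagents ran 30 min at ambient temperature.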
EPAC2 agonist: agonists of human EPAC2 (RAPGEF4) | EPAC2 activation, biochemical qHTS; response scale: 100% = 6.5 mM cAMP response | Potency, µM (titrated, usually from 154 µM), without a hit: at the top dose activation, usual class: activators | 360,000 compounds, 0.079% hits; also: potency is read from the fitted curve at half-maximal effect; nearly all actives have a fitted effect of over 50% in size
Target sequence (Q8WZA2 whole entry, looked up): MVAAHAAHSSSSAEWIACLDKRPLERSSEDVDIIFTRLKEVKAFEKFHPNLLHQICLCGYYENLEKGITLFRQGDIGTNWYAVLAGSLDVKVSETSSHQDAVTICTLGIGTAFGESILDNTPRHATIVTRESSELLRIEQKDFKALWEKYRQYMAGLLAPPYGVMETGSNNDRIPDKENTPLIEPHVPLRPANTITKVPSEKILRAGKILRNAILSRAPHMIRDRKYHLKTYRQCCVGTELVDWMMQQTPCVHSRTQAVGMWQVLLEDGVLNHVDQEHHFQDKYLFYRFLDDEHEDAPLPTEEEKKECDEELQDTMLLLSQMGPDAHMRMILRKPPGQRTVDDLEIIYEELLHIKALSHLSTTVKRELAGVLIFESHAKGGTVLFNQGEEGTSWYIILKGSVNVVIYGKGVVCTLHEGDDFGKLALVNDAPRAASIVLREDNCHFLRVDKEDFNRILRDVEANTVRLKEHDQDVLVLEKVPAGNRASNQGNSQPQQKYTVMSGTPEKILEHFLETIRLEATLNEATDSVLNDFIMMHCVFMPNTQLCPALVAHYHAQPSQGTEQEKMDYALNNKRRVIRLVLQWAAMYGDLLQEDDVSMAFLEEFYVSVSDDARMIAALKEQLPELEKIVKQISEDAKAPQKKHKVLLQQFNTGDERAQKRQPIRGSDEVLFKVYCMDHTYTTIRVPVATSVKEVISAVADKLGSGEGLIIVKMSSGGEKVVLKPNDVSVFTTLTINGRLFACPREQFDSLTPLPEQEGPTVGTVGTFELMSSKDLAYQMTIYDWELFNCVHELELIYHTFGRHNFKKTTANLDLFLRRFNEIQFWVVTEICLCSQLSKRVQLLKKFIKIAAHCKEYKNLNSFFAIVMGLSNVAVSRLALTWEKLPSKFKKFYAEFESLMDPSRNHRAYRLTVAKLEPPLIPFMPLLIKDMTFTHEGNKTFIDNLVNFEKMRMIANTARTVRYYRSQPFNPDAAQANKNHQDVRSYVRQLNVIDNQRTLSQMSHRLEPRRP
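Readout is BODIPY fluorescence (480 nm excitation, 540 nm emission), which falls as labeled GDP is exchanged off Rap1B. EPAC2 at 100 nM acted on 250 nM RAP1B-BODIPY-GDP with 50 uM GDP present.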
EPAC1 antagonist: blocks human EPAC1 exchange factor. O95398. EPAC1 GEF assay, Rap1b-BODIPY-GDP exchange fluorescence. Potency, µM (doses to about 115 µM), inactives show at the top dose activity change, negative = inhibition, usual class: inhibitors. 360,000 compounds, 0.14% hits;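 also: potency is read from the fitted curve at half-maximal effect; plate controls were vehicle for no effect and positive control for full effect; nearly all actives have a fitted effect of over 50% in size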
PI5P4K alpha inh: PI5P4K alpha (human) kinase inhibition. P48426. PI5P4Kalpha enzyme, ADP-Glo luminescence, 60 min; stronger effect = lower value. max response, %. 330,000 compounds, 1.2% hits. AID 652105; active = max response of -50% or lower; inconclusive = between -30% and -50%; inactive = -30% or higher; also: value at the top dose of about 77 µM; % is scaled to controls: 0 for no effect and ±100 for the full control effect
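ADP-Glo luminescence end-point after a 60 min room-temperature kinase reaction. PI5P4Kalpha and substrate in HEPES pH 7.4 buffer with EGTA, 0.1% CHAPS and 5% DMSO; ATP at 5 microM final.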
WRN inhibitor: inhibitors of human WRN helicase; Q14191; WRN helicase unwinding, fluorescent forked duplex, kinetic; Potency, µM (doses to about 114 µM), inactives show at the top dose activity change, negative = inhibition, hits mostly inhibitors; 360,000 compounds, 0.46% hits; AID 651768; also: potency is read from the fitted curve at half-maximal effect; % is scaled to controls: 0 for no effect and ±100 for the full control effect; nearly all actives have a fitted effect of over 55% in size
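WRN at 20 nM final was preincubated with compound for 15 min at room temperature; reaction started with 100 nM forked duplex oligonucleotide carrying fluorophore and quencher plus 2 mM ATP (final). Unwinding followed kinetically by red fluorescence (ex 525/em 598 nm).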
EPAC1 ag: EPAC1 (human) agonism; O95398; EPAC1 agonist qHTS, biochemical assay; response scale: 100% = response to 6.5 mM cAMP; Potency, µM (doses to about 154 µM), for the others: top-dose activation, actives largely listed as activators; 360,000 compounds, 0.073% hits; AID 720707; also: potency is read from the fitted curve at half-maximal effect; nearly all actives have a fitted effect of over 60% in size
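Nucleotide exchange by EPAC1 (100 nM) on Rap1B–BODIPY-GDP (250 nM) in the presence of 50 uM GDP is tracked fluorescently at 480/540 nm over 30 min. Signals are normalized to a 6.5 mM cAMP control.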
PLK1 PBD block: inhibitors of human PLK1 polo-box domain binding | P53350 | Plk1 PBD binding of FITC phosphopeptide, fluorescence polarization | Potency, µM, for inactives: max response, negative = inhibition, most hits filed as inhibitors | 360,000 compounds, 2.8% hits; also: potency is read from the fitted curve at half-maximal effect; series mostly up to about 57 µM; % is scaled to controls: 0 for no effect and ±100 for the full control effect; nearly all actives have a fitted effect of over 65% in size
* marks the source's active call; other numbers are inactive results; u = inconclusive; x = not tested or not shown; [ ] = remark or other dose. Unless noted, calls follow the shape of the dose curve; as a rule, active = well fitted curve in the direction sought with a large enough effect; inconclusive = small, poorly fitted or top-dose-only effect, or another doubt; inactive = no such curve, though single readings can be large; an effect the other way counts as inactive or inconclusive. These rows are one share of the data. The share of hits here may be higher or lower than overall.

SMILES | IL2 activator | CCT chaperon mod | EPAC2 agonist | EPAC1 antagonist | PI5P4K alpha inh | WRN inhibitor | EPAC1 ag | PLK1 PBD block
O=C(c1ccc(N2CCOCC2)c([N+](=O)[O-])c1)N1CCN(S(=O)(=O)c2cccs2)CC1 | -0.3 | 1.4 | 2% | 0% | -3 | 0% | 3% | -1%
N#Cc1ccc(-c2ccc(F)cc2)nc1Sc1ccc(F)cc1 | 0.4 | 1.3 | -1% | 5% | x | -2% | 3% | 3%
NC(=O)NOCc1ccccc1F | 1.3 | -6.4 | 5% | -8% | 6 | -1% | 0% | -8%
CCn1c(SCC(=O)N2CCOCC2)nc(O)cc1=O | -4.3 | -4.9 | 5% | -4% | 4 | 9% | -6% | -13%
C=CC[C@@H](CC(=O)N(CCO)Cc1ccccc1)C(=O)N[C@@H](COC(=O)[C@H](CC=C)CC(=O)OC(C)(C)C)Cc1c[nH]c2ccccc12 | -1.6 | -0.3 | -10% | -28% | 7 | -8% | -41%[inhibitor] | -2%
COC(=O)C1=CN(c2cccc(C)c2)C=C(C(=O)OC)C1c1cc(OC)c(O)c([N+](=O)[O-])c1 | 0.8 | 0.9 | 2% | -1% | 3 | -20% | 6% | u
Cn1nc(-c2ccccc2)cc1NC(=O)C1CCCCC1 | 1.0 | 1.3 | 0% | 16% | -5 | -1% | -4% | 5%
COc1ccc(CC(=O)Nc2ccc(OC)c(NC(=O)c3ccco3)c2)cc1 | -1.6 | 0.8 | 4% | 14% | -2 | -9% | 6% | 0%
O=[N+]([O-])c1ccc(CN2CCN(c3ccc(F)cc3)CC2)o1 | -0.1 | 1.5 | 10% | 10% | 0 | 1% | 19% | -3%
COc1ccc(C(=O)CSc2nnc3ccccn23)cc1OC | -0.6 | 2.3 | -4% | 5% | 2 | 2% | -13% | -6%
COc1ccc(/C=C/C(=O)OC(C)CN2CCCCC2)cc1 (configuration not stated) | 0.4 | 0.5 | 16% | 5% | -1 | -1% | 18% | 0%
CCN(CC)CCn1c(OC)cc(=O)[nH]c1=O | -2.8 | -1.1 | 4% | 21% | 0 | -7% | 7% | 3%
CCc1nc2ccccc2n1CC(=O)Nc1cc(C)on1 | 0.1 | -0.6 | -3% | -14% | 6 | -4% | 1% | -3%
COc1cc(C)ccc1S(=O)(=O)n1nc(C)cc1C | 0.4 | -0.2 | 9% | 10% | 5 | -1% | -6% | -7%
O=C1OCCN1C(=O)[C@H]1[C@H](c2ccc(Cl)cc2)C(c2cccc(Cl)c2)=NN1c1ccc(Br)cc1 | -0.4 | 0.2 | 8% | -5% | 23 | -3% | -4% | -6%
CCCCNC(=S)N1CCn2cccc2C1c1ccc(F)cc1 (configuration not stated) | -0.6 | -0.4 | 3% | -28% | 1 | -9% | 17% | -4%
O=C(NCc1ccc(C(F)(F)F)cc1)C1CC(c2ccc(C(F)(F)F)cc2)=NO1 (configuration not stated) | -1.3 | 0.6 | -8% | u | 13 | -9% | -19% | -5%
CCOC(=O)C1(CC2CCCCO2)CCN(S(=O)(=O)c2cc(C)cs2)CC1 (configuration not stated) | -3.2 | -1.0 | 7% | 4% | 14 | 11% | -6% | -15%
O=C(CC(=O)Nc1ccccc1F)Nc1ccccc1F | -0.6 | 1.0 | 1% | -21% | 1 | 6% | -4% | u
CC(=O)c1ccc(S(=O)(=O)Oc2ccc(-c3ccc(C(=O)O)cc3)cc2)cc1 | -0.5 | 0.9 | 10% | -20% | 0 | 1% | 5% | -14%
COc1cc(C)nc(N(C)S(=O)(=O)c2ccccc2Cl)n1 | 1.8 | -1.9 | 1% | -22% | 4 | -6% | 0% | -2%
C[C@H]1CN([C@@H](C)CO)S(=O)(=O)c2ccc(Br)cc2O[C@H]1CN(C)C(=O)C1CCC1 | -1.2 | 0.1 | 1% | -5% | 0 | -5% | 2% | -20%
O=C(CN1CCC(Cc2ccccc2)CC1)Nc1ccc2c(c1)OCCO2 | -2.0 | 0.7 | 11% | -4% | 1 | -5% | 9% | -4%
CN(Cc1ccccc1)C(=O)COC(=O)c1ccc(Br)c(S(=O)(=O)N2CCOCC2)c1 | -0.4 | -1.4 | 8% | 14% | -1 | -4% | 12% | -10%
O=c1[nH]c(N/N=C/c2cc3c(cc2[N+](=O)[O-])OCO3)nc2ccccc12 | -0.1 | -0.6 | 0% | 10% | 5 | 4% | -6% | 2%

Entries of single compounds from above. Screens in order: IL2 activator | CCT chaperon mod | EPAC2 agonist | EPAC1 antagonist | PI5P4K alpha inh | WRN inhibitor | EPAC1 ag | PLK1 PBD block
O=c1[nH]c(N/N=C/c2cc3c(cc2[N+](=O)[O-])OCO3)nc2ccccc12 as listed: -0.1 | -0.6 | 0% | 10% | 5 | 4% | -6% | 2%
CCOC(=O)C1(CC2CCCCO2)CCN(S(=O)(=O)c2cc(C)cs2)CC1 (configuration not stated) as listed: -3.2 | -1.0 | 7% | 4% | 14 | 11% | -6% | -15%
CN(Cc1ccccc1)C(=O)COC(=O)c1ccc(Br)c(S(=O)(=O)N2CCOCC2)c1 as listed: -0.4 | -1.4 | 8% | 14% | -1 | -4% | 12% | -10%

(listing goes on)
SMILES | IL2 activator | CCT chaperon mod | EPAC2 agonist | EPAC1 antagonist | PI5P4K alpha inh | WRN inhibitor | EPAC1 ag | PLK1 PBD block
CCOC(=O)c1ccc(NC(=O)c2ccccc2N(C)S(=O)(=O)c2ccccc2)cc1 | -0.5 | -0.1 | 2% | -11% | 1 | -2% | -6% | 1%
Cc1cc(C)cc(NC(=O)c2ccc3c(c2)CCN3S(C)(=O)=O)c1 | -1.2 | 1.4 | 13% | -5% | 1 | -3% | 10% | 4%
Cc1c(C(=O)NCc2cccc(C(F)(F)F)c2)sc(=O)n1Cc1ccc(C(=O)N(C)C)cc1 | -0.7 | 0.0 | 1% | 3% | 3 | 5%[57.1 µM] | -11% | -3%
O=C(NCc1ccccc1)C1CCC(CNc2c(N3CCCCC3)c(=O)c2=O)CC1 (configuration not stated) | -1.7 | -0.1 | -3% | 0% | -4 | -3% | 11% | -1%
CC(C)CNC(=O)c1cc2nc(C3CC3)cc(C(F)(F)F)n2n1 | 2.0 | 0.5 | -3% | 12% | x | 7% | -4% | -7%
O=C1CN(Cc2ccccc2)C(=NCc2ccco2)S1 | 0.2 | -3.3 | 3% | 0% | x | 0% | 17% | -16%
Cc1ccccc1-n1c(O)c(C=NC2CCS(=O)(=O)C2)c2ccccc2c1=O (configuration not stated) | -0.1 | -2.7 | 5% | -3% | 0 | 5% | 9% | 3%
COc1ccc(CCNC(=O)CN2C(=O)NC3(CCOc4ccccc43)C2=O)cc1 (configuration not stated) | 4.6 | 0.6 | 4% | -12% | -6 | 5% | 13% | -3%
COc1ccc(-c2nc(SCc3ccc(C#N)cc3)[nH]c(=O)c2C#N)cc1 | -0.2 | 0.4 | -4% | -3% | -16 | -1% | -6% | u
Cc1cccc(C(=O)Nc2nnc(S(=O)(=O)N3CCCCCC3)s2)c1 | -1.6 | -3.6 | -4% | -24% | 3 | -5% | 0% | -21%
Cc1c(C)c2c(C)[nH]nc2oc1=O | -0.2 | -1.0 | -2% | 13% | 0 | -5% | 1% | -1%
Cc1ccc(C(=O)OCC(=O)Nc2ncc(Cl)cc2Cl)cc1NC(=O)c1ccco1 | -2.8 | -0.8 | 6% | -9% | x | -16% | 9% | -21%
Cc1cccc(NC(=O)c2ccc(S(=O)(=O)NCc3cccnc3)cc2)c1C | 3.5 | 1.8 | 2% | -21% | 2 | -5% | 0% | 0%
Nn1cnnc1N/N=C/c1ccc(Cl)c([N+](=O)[O-])c1 | -3.1 | 0.3 | 3% | 16µM* | -9 | -7%[57.1 µM] | -11% | -22%
Cc1ccc(C(=O)OCc2cc(=O)n3ccsc3n2)s1 | 0.7 | 1.9 | 3% | 10% | -7 | -15% | -4% | 3%
CCOCC(=O)Nc1ccc(S(=O)(=O)N2CCOCC2)cc1 | -3.5 | 2.0 | -2% | 20% | 2 | 10% | -3% | -4%
Cc1cc2c(cc1S(=O)(=O)CCC(=O)N(C)C1CCCCC1)OCC(=O)N2 | -2.0 | -1.9 | 16% | -7% | 2 | 6% | 6% | -14%
CCCCC(=O)Nc1cccc(C(=O)N/N=C/c2ccc(OC)cc2OC)c1 | -0.3 | -3.7 | 6% | -15% | 5 | -13% | 8% | -8%
O=C(Cn1cc[n+](CC(=O)c2ccc(Cl)cc2Cl)c1)c1ccc(Cl)cc1Cl | -0.7 | 1.2 | 4% | -12% | 3 | -6% | -8% | 0%
CCOc1ccccc1C(=O)n1nc(C)cc1C | 2.8 | -1.0 | 4% | 3% | 0 | 2% | 7% | -6%
Cc1ccc(S(=O)(=O)N2CCN(C(=O)COC(=O)C3CCC3)CC2)cc1 | -4.8 | -0.3 | 13% | -2% | -5 | 12% | 9% | -11%
COc1cccc(CN2CCNC(=O)C2CC(=O)N(C)C2CCOCC2)c1OC (configuration not stated) | -1.0 | 0.2 | 0% | 3% | -3 | 6% | -3% | -7%
O=C(c1nc(-c2ccccc2)n(-c2ccccc2)n1)N1CCCCCC1 | -1.7 | -0.6 | 0% | 0% | -4 | 7% | -12% | 0%
CC1=CC(c2ccc(Cl)cc2)n2nc(NC(=O)CCCC(=O)O)nc2N1 (configuration not stated) | -0.6 | 0.6 | 14% | -6% | 5 | -18% | 3% | -15%
CCOC(=O)c1c(C)nn(Cc2ccccc2)c1N | -1.9 | -3.1 | -7% | 4% | 0 | 10% | -4% | -8%
SMILES | IL2 activator | CCT chaperon mod | EPAC2 agonist | EPAC1 antagonist | PI5P4K alpha inh | WRN inhibitor | EPAC1 ag | PLK1 PBD block
Cc1cc(/C=C2\SC(N)=NC2=O)c(C)n1-c1ccc(F)cc1 | 0.6 | -2.2 | 15% | -22% | -11 | 5%[57.1 µM] | 7% | u
COc1ccc2c(c1)c1nc3ccccc3nc1n2CCn1c(=O)oc2ccccc21 | 27 | 0.1 | 10% | 10% | x | -11% | 10% | 45%[activator]
Cc1cc(C)n(CC(O)CN(c2ccccc2)S(=O)(=O)c2ccc3ccccc3c2)n1 (configuration not stated) | 0.2 | 0.3 | -3% | 7% | 1 | -17% | 0% | 2%
Cc1c(OCC(=O)NC(Cc2ccc(Cl)cc2)C(=O)O)ccc2c(-c3ccccc3)cc(=O)oc12 (configuration not stated) | -0.1 | 1.1 | 0% | 2% | 1 | -4% | 1% | 67µM*
Cc1ccc(Nc2ncnc(N)n2)cc1C | 1.5 | 1.8 | -3% | -2% | 0 | 8% | -2% | -5%
CCOC(=O)/C(C#N)=C/c1cn(CCC(=O)O)nc1-c1cccc(Br)c1 | 5.2 | 0.0 | 4% | -10% | -11 | -9% | 4% | -5%
Cc1cc(NC(=O)CSc2nnc3ccc(-c4ccccc4)nn23)no1 | 1.1 | 0.3 | 9% | 1% | 6 | -2% | 8% | -6%
